Assay outcomes (PubChem BioAssay)
CHO-K1 Ca antag – nonselective inhibitor or artifact in parental CHO-K1 cells; hit rate 0.6% among 360,000; inhibition, % at 3 µM; ATP-induced calcium, Fluo-8 fluorescence;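 active means inhibition above a per-plate cutoff, the plate's mean sample inhibition plus 3 SD, cut at about 24% in these data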;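 further: 0% = DMSO plus EC80 ATP and 100% = DMSO alone without ATP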
CHO-K1 Ca PAM – nonselective calcium activators in parental CHO-K1 cells, primary screen, counter-screen for M1 PAM project, cell-based, Fluo-8 calcium fluorescence, full deck, 1536-well. ATP EC20; 0% at ATP EC20, 100% at ATP max. activation, % at 3 µM. hit rate 0.02% among 360,000. AID 602247, 2012;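 active means activation above the run cutoff, the mean activation of all test compounds plus 3 SD, cut at about 40% in these data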;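 further: peak over basal fluorescence ratio in a 140 s read after ATP addition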
CHO parental Ca – ATP-evoked calcium signal inhibitors, parental CHO, primary screen, counter-screen for OX1R antagonist project, cell-based, fluorescence, Fluo-8 calcium dye. parental CHO-K1, ATP-induced calcium, Fluo-8 fluorescence. inhibition, % at 5.6 µM. hit rate 0.63% among 330,000. AID 463079, 2010;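 active means inhibition above that plate's mean sample inhibition plus 3 SD, cut at about 26% in these data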;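 further: 0% = ATP-challenged DMSO wells and 100% = DMSO wells without ATP; some compounds past the cut are filed as inactive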
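Test system: untransfected parental CHO cell line; also added: ATP stimulus; dosing: 5.6 µM, single dose; signal: calcium-sensitive Fluo-8 fluorescence; measure: percent inhibition of ATP-evoked calcium rise, normalized to controls; benchmarks: low control ATP plus DMSO, high control DMSO only; replication: one well per compound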
CHRM1 antagonist – human M1 muscarinic receptor antagonists, primary screen, CHO-K1 cells, Fluo-8 calcium fluorescence, 1536-well | CHO-K1 hM1, ACh EC80 antagonist | inhibition, % at 3 µM | hit rate 1.3% among 360,000;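 active means percent inhibition above its own plate's cutoff, namely the mean of that plate's compound wells plus 3 SD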;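 further: peak over basal fluorescence ratio during 140 s after agonist addition; 0% = ACh EC80 plus DMSO and 100% = DMSO alone without agonist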
Target sequence (P11229 whole entry, looked up): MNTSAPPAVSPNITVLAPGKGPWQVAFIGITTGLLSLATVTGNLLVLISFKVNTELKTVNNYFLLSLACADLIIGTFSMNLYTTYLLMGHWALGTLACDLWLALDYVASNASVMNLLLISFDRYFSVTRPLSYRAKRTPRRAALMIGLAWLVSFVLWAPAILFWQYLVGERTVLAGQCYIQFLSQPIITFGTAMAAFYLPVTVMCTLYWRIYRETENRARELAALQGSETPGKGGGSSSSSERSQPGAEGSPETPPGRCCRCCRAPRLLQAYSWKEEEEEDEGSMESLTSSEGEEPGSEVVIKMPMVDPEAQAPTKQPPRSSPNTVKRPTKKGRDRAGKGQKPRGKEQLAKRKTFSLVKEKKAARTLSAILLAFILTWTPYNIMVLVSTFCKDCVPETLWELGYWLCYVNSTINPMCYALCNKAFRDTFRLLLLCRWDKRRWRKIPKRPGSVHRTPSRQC
TAAR1 antagonist – human TAAR1 antagonists, primary screen, Fluo-8 calcium fluorescence, CHO RD-HGA16 cells. Trace amine-associated receptor 1 (Homo sapiens), Q96RJ0. antagonist. inhibition, % at 3 µM. hit rate 1.5% among 360,000. AID 624466, 2012;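 active means inhibition above a per-plate cutoff, the mean inhibition of test compounds on that plate plus 3 SD, cut at about 49% in these data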;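 further: 0% = DMSO plus EC80 beta-PEA response and 100% = DMSO alone without agonist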
Target sequence (Q96RJ0 whole entry, looked up): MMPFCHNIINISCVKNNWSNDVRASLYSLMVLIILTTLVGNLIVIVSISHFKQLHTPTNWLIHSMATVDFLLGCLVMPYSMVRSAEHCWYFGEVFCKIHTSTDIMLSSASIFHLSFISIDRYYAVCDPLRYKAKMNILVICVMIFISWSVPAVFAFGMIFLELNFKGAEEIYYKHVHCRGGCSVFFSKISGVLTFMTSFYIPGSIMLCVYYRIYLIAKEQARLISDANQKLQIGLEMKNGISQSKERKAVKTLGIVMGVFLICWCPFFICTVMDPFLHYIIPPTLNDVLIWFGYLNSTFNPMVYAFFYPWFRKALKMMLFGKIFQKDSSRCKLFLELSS
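Test system – hTAAR1-expressing CHO RD-HGA16 cells, Gα16-coupled · Also added – β-PEA at EC80 concentration, post-compound challenge · Compound – 3 µM, single point · Incubation – dye loading 75 min at 37 °C, then 30 min room temperature · Measured by – Fluo-8 intracellular calcium dye fluorescence, real-time kinetic reads · Benchmarks – vehicle and agonist controls · Replicates – singlicate, one well per test compound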
CHRM1 PAM – human M1 muscarinic receptor positive allosteric modulators, primary screen, CHO-K1 cells, Fluo-8 calcium fluorescence, 1536-well; CHO-K1 hM1, ACh EC20; 0% = ACh EC20, 100% = maximal ACh; activation, % at 3 µM; hit rate 0.088% among 360,000; in the data active means activation above about 19%, passing the limit was not always enough
TAAR1 ag – human TAAR1 agonists, primary screen, Fluo-8 calcium fluorescence, CHO RD-HGA16 cells | vehicle wells 0%, saturating PEA agonist 100% | activation, % at 3 µM | Trace amine-associated receptor 1 (Homo sapiens), Q96RJ0 | hit rate 0.99% among 360,000;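 active means activation above the mean activation of all test compounds in the run plus 3 SD, cut at about 38% in these data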
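Test system: RD-HGA16 (CHO) cells co-expressing Gα16 and hTAAR1; dosing: one-point dosing at 3 µM (nominal); timing: 17-24 h seeding, 75 min 37 °C dye, 30 min RT; signal: kinetic Fluo-8 calcium fluorescence; read-out basis: % activation relative to PEA EC100 response; controls: DMSO and PEA EC100; replicates: n 1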
M1 ag – human M1 muscarinic receptor agonists, primary screen, Fluo-8 calcium fluorescence, CHO-K1 cells, HTS | activation, % at 3 µM | AID 588814, 2011 | CHO-K1 hM1, agonist mode; 0% DMSO, 100% acetylcholine EC100 | hit rate 0.33% among 360,000 | Muscarinic acetylcholine receptor M1 (Homo sapiens), P11229;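 active means activation above the run's mean compound activation plus 3 SD, cut at about 16% in these data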;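 further: peak over basal fluorescence ratio within a 140 s kinetic read after compound addition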
M1 ag parental – counter-screen for M1 agonists: effect in parental CHO-K1 cells. activation, % at 3 µM. hit rate 0.48% among 360,000. Fluo-8 calcium fluorescence; scaled to maximal ATP response, vehicle zero; in the data active means activation above about 15%;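 further: untransfected CHO-K1 host cells lacking M1 receptor as counterscreen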
Active calls of the source: *; / = no result given. Rows are unselected, and some 4.4% of all compounds hit somewhere here.

SMILES	CHO-K1 Ca antag	CHO-K1 Ca PAM	CHO parental Ca	CHRM1 antagonist	TAAR1 antagonist	CHRM1 PAM	TAAR1 ag	M1 ag	M1 ag parental
Cc1nn(C)c(C)c1CN(C)S(=O)(=O)c1ccc(F)cc1	-2	12	-1	-21	4	2	5	6	7.0
COC(=O)CSc1nnc(-c2ccc(S(=O)(=O)N3CCCC3)cc2)o1	10	7	-8	1	3	1	8	-7	2.7
Cc1nn(-c2ccccc2)c(Cl)c1C1C(C#N)=C(N)OC2=C1C(=O)CCC2 (stereo not given)	-1	17	-16	-1	-7	-2	9	-4	0.2
Cc1cc(C)cc(NCc2cc(=O)oc3cc(-c4ccccc4)c(O)cc23)c1	-9	15	-6	6	3	-2	-1	-5	0.0
O=C(COC(=O)c1ccc(Br)o1)NCCc1ccccc1	-24	27	6	-10	-9	6	7	-5	0.8
CN(C)C(=O)c1ccc(NC(=O)COC(=O)C2CCN(S(=O)(=O)c3ccc4c(c3)OCCO4)CC2)cc1	-6	-12	1	10	-3	-2	1	-6	0.2
Cc1ccc2nc(SCC(=O)N3CCC(C)CC3)nc(=O)n2c1	-11	1	-36	-10	-22	12	3	-5	0.0
C/C(O)=C(\C#N)P(=O)(c1ccccc1)c1ccccc1	7	-16	-11	-1	-2	7	4	-3	0.1
CC(=O)c1c(C)[nH]c(C(=O)OCC(=O)Nc2cccc(S(=O)(=O)N3CCCC3)c2)c1C	17	-8	29	27	50*	-17	15	-5	8.0
NC(=O)NCC12CC3CC(CC(C3)C1)C2	20	0	5	-13	3	12	2	0	0.0
COc1ccc(CCNc2c([N+](=O)[O-])c(=O)oc3ccccc23)cc1OC	-8	11	-9	6	0	1	16	-4	2.6
CC(=O)N1CCc2cc(S(=O)(=O)NC(C(=O)NC(C)c3ccccc3)C(C)C)ccc21 (stereo not given)	-20	17	-13	-12	-1	10	-1	-3	0.8
COc1ccc(NC(=O)CN(C)S(=O)(=O)c2cccc3nsnc23)cc1	-11	12	-5	-3	-1	4	4	-3	1.3
CCC/C(O)=C1\C(=O)CC(C)(C)CC1=Nc1cccc([N+](=O)[O-])c1	-9	9	-23	-4	-1	4	-3	-5	-0.2
CCOc1ccccc1OCCC(=O)OCC(=O)Nc1c(C)nn(-c2ccccc2)c1C	-15	-1	4	5	37	-4	8	-3	4.0

A second format for part of the listing above.
Each structure is followed by: CHO-K1 Ca antag | CHO-K1 Ca PAM | CHO parental Ca | CHRM1 antagonist | TAAR1 antagonist | CHRM1 PAM | TAAR1 ag | M1 ag | M1 ag parental
CC(=O)c1c(C)[nH]c(C(=O)OCC(=O)Nc2cccc(S(=O)(=O)N3CCCC3)c2)c1C
    17 | -8 | 29 | 27 | 50* | -17 | 15 | -5 | 8.0
NC(=O)NCC12CC3CC(CC(C3)C1)C2
    20 | 0 | 5 | -13 | 3 | 12 | 2 | 0 | 0.0
COc1ccc(CCNc2c([N+](=O)[O-])c(=O)oc3ccccc23)cc1OC
    -8 | 11 | -9 | 6 | 0 | 1 | 16 | -4 | 2.6

(listing goes on)
SMILES	CHO-K1 Ca antag	CHO-K1 Ca PAM	CHO parental Ca	CHRM1 antagonist	TAAR1 antagonist	CHRM1 PAM	TAAR1 ag	M1 ag	M1 ag parental
COc1ccc(NC(=O)c2ccc3ncsc3c2)c2ccccc12	-11	5	-22	-3	-11	3	2	-1	2.4
O=C(CCSc1nnc2ccccn12)Nc1ccc2c(c1)OCO2	-4	3	-6	-7	-9	10	0	-9	0.3
O=C(COC(=O)Cc1ccc(Cl)cc1)NCc1cccs1	-11	4	-32	-4	-4	2	2	-4	0.9
CC(=O)c1ccc(NC(=O)CN2C(=O)NC(C)(c3ccc4c(c3)OCCO4)C2=O)cc1 (stereo not given)	-14	1	-7	7	44	-8	17	0	3.5
COc1ccc(S(=O)(=O)NCC2CCCN(Cc3ccc(C)o3)C2)cc1 (stereo not given)	-15	18	-5	-3	-19	6	0	-2	0.0
Cc1cc(C(=O)Nc2nncs2)oc1C	-11	22	1	-3	-14	6	4	-2	0.8
CN(C)c1ccc(/C=C/C(=O)c2ccc(O)cc2)cc1	25*	-7	/	30	31	-18	49*	53*	53*
CCn1c(SC)nnc1C1CCN(CC(=O)Nc2ccccc2N2CCOCC2)CC1	-10	7	-5	-4	13	1	3	-6	0.6
O=C(O)c1cccc(NC(=O)c2cccc(S(=O)(=O)N3CCCCC3)c2)c1	-13	10	-10	-2	8	2	6	-2	0.5
Cc1ccc(OCC(=O)Nc2nc(-c3ccccn3)cs2)c(C)c1	-1	1	-12	-2	3	4	3	-3	1.2
O=C(NC1CCCCC1)C1CCN(S(=O)(=O)c2cccs2)CC1	-1	15	-25	-6	5	5	11	-5	0.8
CCN(CC(=O)NCc1ccc(Cl)cc1)C(=O)/C=C/c1ccccc1	-11	11	-24	-11	2	5	-2	-9	-0.9
COc1ccccc1NC(=O)Nc1ccccc1Br	-4	13	-10	-6	19	6	12	-10	1.1
CCn1c(=O)c2c(nc(SCc3ccccn3)n2C)n(C)c1=O	-1	11	/	6	-19	6	16	-3	0.3
O=S(=O)(Cc1ccccc1)Nc1ccccc1	-11	15	4	-8	-2	4	0	-3	0.8
COc1ccccc1C(=O)NCCc1nc2ccccc2n1C	8	-7	-17	-10	9	9	14	1	1.1
CCC1Oc2ccccc2N(CC(=O)Nc2ccc(OC)cc2OC)C1=O (stereo not given)	-2	-1	-17	-5	6	4	1	-5	1.7
COc1ccc(C(=O)N/N=C/c2ccc(OC)c(OS(=O)(=O)c3ccccc3)c2)cc1	2	12	-14	1	71*	-2	4	-5	3.8
Cc1ccc(S(=O)(=O)CCC(=O)OCC(=O)c2ccc(F)cc2)cc1	-2	10	1	-3	14	3	4	-2	1.3
COc1ccc(-n2nc(C(=O)NCC(=O)N3CCN(c4ccccc4F)CC3)c3ccccc3c2=O)cc1	-4	14	-22	-3	14	1	5	-4	2.3
CC1=C(C(N)=O)C(c2ccc(Cl)cc2)n2nc(CCCO)nc2N1 (stereo not given)	-4	18	3	-10	1	5	4	-5	1.2
O=C(OCC(=O)c1ccccc1Br)c1ccccn1	-5	12	-5	-25	-5	3	7	-3	0.1
O=C(Nc1cccc(F)c1)/C(=C/c1ccco1)NC(=O)c1ccco1	-3	-5	-9	-14	-3	15	4	-1	0.9
O=C(O)CCC(=O)Nc1ccccc1C(=O)NC1CCCCC1	-6	14	6	-11	-2	-4	9	-1	0.0
Nc1cc(C(=O)OCC(=O)Nc2cccc(S(=O)(=O)N3CCOCC3)c2)ccc1Cl	-19	14	-9	2	11	-5	8	0	13
COc1cc2ccc(C=O)cc2cc1OC	2	-6	/	-9	-19	2	1	-1	0.2
C=CCOC(=O)COc1ccc2c(C)c(C)c(=O)oc2c1	-6	15	-14	-1	5	6	6	-6	0.3
CCOC(=O)c1c(S(=O)(=O)Nc2ccc(C)cn2)c(C)n(C)c1C	-4	-10	-19	-7	-16	4	7	-2	0.0
CCOC(=O)C1=C(C)NC(=S)N(C(C)=O)C1c1ccc(Cl)cc1 (stereo not given)	-15	13	10	-12	37	0	-3	-9	-0.2
CCCCC(CC)C(=O)Nc1ccc(Cl)cn1 (stereo not given)	4	7	-8	-14	-6	5	17	-6	-0.5
Cc1nc2nc(SCC(=O)NCCN3CCOCC3)nn2c(C)c1Cc1ccccc1	-3	-3	-22	-4	-1	1	2	-4	0.1
Cc1ccc2nc(/C(C#N)=C/c3ccc(-c4ccccc4C(=O)O)o3)[nH]c2c1	-8	-9	20	-10	9	2	20	7	4.5
O=C(Nc1ccccc1Cl)c1cc[n+](Cc2ccc([N+](=O)[O-])cc2)cc1	-3	-9	0	-3	3	7	7	-5	-0.1
CC1=NN(c2cccc(Cl)c2)C(=O)C12CC(C)=C(C)CS2 (stereo not given)	-6	-1	-7	4	3	-3	5	-1	-0.2
O=C(COc1ccc(Cl)cc1Cl)Nc1cccnc1	-1	11	-5	-7	-9	9	2	-1	2.2
N#CCC(=O)NCCCOC(=O)Nc1ccc(Cl)c(Cl)c1	10	-9	7	10	15	1	21	-2	2.8
CCOc1ccc(CN2C(=O)CC(=O)N(S(=O)(=O)c3ccc(OCC)cc3)C2=O)cc1	-13	13	-19	-4	-4	1	2	-1	0.6
Cc1cc2c(cc1C)NC(C)CC(=O)N2 (stereo not given)	-5	10	/	2	-9	-4	1	-2	-0.1
CCOc1ccccc1C(=O)NCC(=O)OCCOc1cccc(Cl)c1	-10	11	3	1	26	1	-2	-4	1.2
[2H]c1c([2H])c([2H])c(C(=O)c2sc(N3CCCCCC3)nc2-c2ccccc2)c([2H])c1[2H]	-6	9	-1	39*	39	-19	8	-5	0.0
O=S(=O)(c1ccc2c(c1)OCO2)N1CCN(c2nnnn2-c2ccccc2)CC1	-18	27	-7	-5	13	6	15	-6	2.2
CCc1ccc(NC(=O)N2CCc3ccccc3C2)cc1	10	-13	/	-17	-21	7	31	-6	0.3
CCOc1ccc(C2CC(=O)n3nc(C45CC6CC(CC(C6)C4)C5)nc3S2)cc1OC (stereo not given)	-7	11	-19	-8	5	5	0	-2	0.1
CN(CCc1cn[nH]c1)C(=O)CC1C(=O)NCCN1Cc1cccc(Oc2ccccc2)c1 (stereo not given)	13	-14	-12	1	-4	-1	8	-9	-0.2
Cc1nn(C(C)(C)C)c(N)c1-c1ccccc1	9	-9	-1	2	15	0	1	-3	-0.1
Cc1cccc(-n2cccc2)c1C#N	-32	21	-5	-15	22	7	11	-10	1.7
CC1=C(C(=O)N(C)C)CC(CC(=O)NC2CCCCC2)C(=O)N1CCCN1CCCC1=O (stereo not given)	-6	-8	/	-3	-18	17	7	8	0.1
CC(C)Oc1ccc(/C=C(\NC(=O)/C=C/c2ccco2)C(=O)NCCc2nc3ccccc3[nH]2)cc1	-1	28	-1	8	46	-3	7	-4	3.5
COc1nccnc1NS(=O)(=O)c1ccc(NC(=S)NC(=O)/C=C/c2ccc(F)cc2)cc1	-5	10	-2	13	17	-8	8	-5	4.5
COc1ccc(CNc2nc(NCc3ccc(OC)cc3)c3ncn(C4CCCC4)c3n2)cc1	8	-16	-15	28	/	-17	/	-4	-0.8
Nc1c(C(=O)N2CCOCC2)sc2nc3c(cc12)CCC3	-8	-2	1	-4	-6	5	10	-2	0.5
